# High-throughput results from PubChem.
# DDE Tn6 FP inh – inhibitors of Tn6 peptide binding to fibrin DD(E), primary screen, biochemical, fluorescence polarization, human fibrin, Tn6 probe | hit rate 0.21% among 370,000 | inhibition, % at 8.3 µM | Fibrin DD(E) TRITC-Tn6 fluorescence polarization displacement | Fibrinogen beta chain (Homo sapiens), P02675;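 active means inhibition above a per-campaign cutoff: mean of compounds within control limits plus 3 SD, cut at about 15% in these data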;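 further: 0% = median of all compound wells on the plate and 100% = blocking peptide control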
# Target sequence (P02675 whole entry, looked up): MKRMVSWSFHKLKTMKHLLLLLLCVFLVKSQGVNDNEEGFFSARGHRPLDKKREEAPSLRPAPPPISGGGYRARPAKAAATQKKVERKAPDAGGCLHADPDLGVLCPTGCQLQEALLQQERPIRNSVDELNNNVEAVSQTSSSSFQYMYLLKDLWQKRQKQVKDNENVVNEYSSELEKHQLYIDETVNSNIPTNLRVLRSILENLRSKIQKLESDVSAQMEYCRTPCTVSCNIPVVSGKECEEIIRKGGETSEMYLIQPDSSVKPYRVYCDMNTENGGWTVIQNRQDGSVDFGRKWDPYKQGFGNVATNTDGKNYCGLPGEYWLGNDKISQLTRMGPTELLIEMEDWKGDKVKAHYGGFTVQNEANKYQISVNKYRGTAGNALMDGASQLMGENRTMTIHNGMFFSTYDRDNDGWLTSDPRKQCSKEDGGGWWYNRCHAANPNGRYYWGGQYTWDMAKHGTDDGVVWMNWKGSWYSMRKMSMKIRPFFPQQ
# TDP2 inh – human TDP2 enzyme inhibitors, primary screen, biochemical, epi absorbance, recombinant enzyme | AID 720702, 2013 | T5PNP hydrolysis, p-nitrophenol absorbance 415 nm | Tyrosyl-DNA phosphodiesterase 2 (Homo sapiens), O95551 | hit rate 0.34% among 370,000 | inhibition, % at 12.8 µM;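 active means inhibition above the mean of all tested compounds plus 3 SD, set per campaign, cut at about 25% in these data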;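 further: 0% = DMSO with enzyme and 100% = buffer with substrate but no TDP2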
#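 Material: recombinant human TDP2; quantity: TDP2 enzyme at 120 nM final; medium: Tris-HCl pH 7.5 with MgCl2; compound: single concentration, 12.8 µM nominal, with 1% DMSO; incubation: 2 h enzyme incubation at 37 °C; signal: epi absorbance; measure: percent inhibition; benchmarks: high control without enzyme, low control DMSO plus TDP2; repeats: singlicate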
# PLCg1 inh – PLC-gamma1 enzyme inhibitors, primary screen, biochemical, fluorescence, purified enzyme; 1-phosphatidylinositol 4,5-bisphosphate phosphodiesterase gamma-1 (Homo sapiens), P19174; fluorogenic substrate; inhibition, % at 12.2 µM; hit rate 0.84% among 370,000; AID 720700, 2013; in the data active means inhibition above about 9.5%
# SIAE primary – human SIAE inhibitors, primary screen, biochemical, fluorescence polarization, FP-Rh probe, 1536-well HTS; Sialate O-acetylesterase (Homo sapiens), Q9HAT2; SIAE FP-Rh probe binding; inhibition, % at 9.66 µM; hit rate 0.69% among 370,000;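 active means inhibition above a cutoff: mean of compounds within the control limits plus 3 SD of those, cut at about 17% in these data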;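 further: 0% = plate median of compound wells and 100% = probe without SIAE protein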
# ARFGAP1 inh – inhibitors of rat ARFGAP1 GAP activity, primary screen, biochemical, fluorescence polarization, GDP tracer | hit rate 0.26% among 360,000 | ADP-ribosylation factor GTPase-activating protein 1 (Rattus norvegicus), Q62848 | inhibition, % at 16.5 µM | AID 651572, 2012 | Arfgap1-stimulated ARF1 GTP hydrolysis, GDP FP detection;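 active means inhibition above a per-plate limit, mean inhibition of low control wells plus 3 SD, cut at about 25% in these data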;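 further: 0% = DMSO wells with enzyme and 100% = wells lacking Arfgap1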
#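 Material: rat Arfgap1 GAP domain (His6, aa 1-136), purified enzyme. Also added: human ARF1(Δ1-17)-GTP substrate. Compound dosing: 16.5 µM single point, 1.26% DMSO. Timing: enzyme reaction 120 min at 25 °C after 20 min preincubation. Signal: GDP detection by fluorescence polarization. Read-out basis: percent inhibition of GAP-stimulated GDP formation, scaled between DMSO and no-Arfgap1 medians.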
# ASAP1 GAP inh – inhibitors of human ASAP1 ArfGAP activity, primary screen, biochemical, fluorescence polarization. Arf-GAP with SH3 domain, ANK repeat and PH domain-containing protein 1 (Homo sapiens), …. AID 624377, 2012. inhibition, % at 16.5 µM. ASAP1-stimulated ARF1 GTP hydrolysis, GDP FP detection. hit rate 0.19% among 360,000; in the data active means inhibition above about 25%;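 further: 0% = vehicle with enzyme and substrate and 100% = no enzyme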
# DDE Tn7 FP inh – inhibitors of Tn7 peptide binding to fibrin DD(E), primary screen, biochemical, fluorescence polarization, human fibrin, Tn7 probe. FP displacement of FITC-Tn7 peptide from fibrin DD(E); 0% = median of compound wells per plate. hit rate 0.13% among 370,000. inhibition, % at 8.3 µM;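 active means inhibition above the mean of compounds falling within the control limits plus 3 SD of them, cut at about 14% in these data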;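 further: 0% = plate median of compound wells and 100% = 10 µM Aha-Tn7 peptide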
#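 Assay system: Human clot-derived fibrin DD(E) complex | Buffer or medium: Tris/NaCl/CaCl2 buffer, pH 7.8 | Repeats: One replicate per compound | Benchmarks: Aha-Tn7 high control | Measure: % inhibition scaled between sample-field median and high-control FP | Schedule: 10 min plus 3 h, room temperature | Signal: Fluorescence polarization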
# PLC-beta3 inh – human PLC-beta3 inhibitors, primary screen, biochemical, fluorescence; 1-phosphatidylinositol 4,5-bisphosphate phosphodiesterase beta-3 (Homo sapiens), Q01970; Purified PLC-beta3, fluorogenic substrate; inhibition, % at 12.2 µM; hit rate 0.18% among 370,000; AID 720704, 2013; in the data active means inhibition above about 11%;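 further: 0% = median of compound wells on plate and 100% = full blocker control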
# ADAM10 inh – human ADAM10 inhibitors, primary screen, biochemical, QFRET, HTS; AID 720582, 2013; inhibition, % at 7 µM; recombinant ADAM10, EDANS/DABCYL FRET peptide cleavage, 3 h; Disintegrin and metalloproteinase domain-containing protein 10 (Homo sapiens), O14672; hit rate 0.62% among 370,000;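 active means inhibition above a per-campaign cutoff equal to the mean of compounds falling between control-based bounds plus 3 SD, cut at about 20% in these data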;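 further: 0% = DMSO wells while the 100% control is not disclosed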
# Target sequence (O14672 214-748 limits assumed): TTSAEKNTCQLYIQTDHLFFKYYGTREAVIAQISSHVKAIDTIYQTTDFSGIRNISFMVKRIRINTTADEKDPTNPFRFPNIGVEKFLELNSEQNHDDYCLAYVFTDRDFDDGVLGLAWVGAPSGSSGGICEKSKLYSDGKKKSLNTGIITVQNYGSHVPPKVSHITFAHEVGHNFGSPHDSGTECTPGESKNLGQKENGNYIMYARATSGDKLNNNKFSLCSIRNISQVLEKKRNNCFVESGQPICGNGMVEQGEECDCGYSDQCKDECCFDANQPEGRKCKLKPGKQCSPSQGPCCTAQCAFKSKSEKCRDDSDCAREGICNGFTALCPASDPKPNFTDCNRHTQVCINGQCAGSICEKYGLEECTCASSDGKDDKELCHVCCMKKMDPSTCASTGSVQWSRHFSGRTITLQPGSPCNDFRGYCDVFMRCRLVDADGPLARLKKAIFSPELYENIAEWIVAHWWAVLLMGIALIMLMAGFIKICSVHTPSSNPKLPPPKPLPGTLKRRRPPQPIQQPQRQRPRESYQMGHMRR
# ADAM17 inh – ADAM17 inhibitors, primary screen, biochemical, QFRET | AID 720648, 2013 | inhibition, % at 6.95 µM | hit rate 0.83% among 370,000 | recombinant ADAM17, EDANS/DABCYL FRET peptide cleavage | Disintegrin and metalloproteinase domain-containing protein 17 (Homo sapiens), P78536;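 active means inhibition above the mean of compounds lying between control limits plus 3 SD, set per campaign, cut at about 8.5% in these data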;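 further: 0% = DMSO-only wells as the low control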
# * = called active by the depositor; i = inactive; · = not tested or not shown.
DDE Tn6 FP inh,TDP2 inh,PLCg1 inh,SIAE primary,ARFGAP1 inh,ASAP1 GAP inh,DDE Tn7 FP inh,PLC-beta3 inh,ADAM10 inh,ADAM17 inh,canonical_smiles
-2,14,2,10,6,1,2,-2,2,1,Cc1occc1C(=O)NC1CCCN(Cc2ccc(Cl)cc2)C1 (stereo not drawn)
4,5,1,2,9,5,9,0,6,-7,O=C(c1cccc(Cl)c1)N1CCC(=O)N(C(CO)Cc2ccccc2)CC1 (stereo not drawn)
11,-9,-9,0,·,·,1,-9,-29,-8,O=C(NCc1ccco1)C1CCCN(c2ncccn2)C1 (stereo not drawn)
-6,-7,-69,-4,2,-8,6,-113,19,2,Oc1ccccc1-c1nc(NCc2cccnc2)c2ccccc2n1
1,6,1,-2,-4,11,-2,-7,-3,-4,Cc1csc(NC(=O)CCCc2cccs2)n1
5,6,-11,4,-8,-5,6,-26,-83,-33,CCOc1ccccc1/C=C/C(=O)NCC(=O)N1CCC(N(C)C2CCCCC2C)CC1 (stereo not drawn)
14,-3,-294,2,-11,-1,7,-332,-1,3,Cc1n[nH]c(C)c1N1C(=O)c2cccc3c(N4CCCCCC4)ccc(c23)C1=O
-3,1,-2,-5,-4,0,1,0,0,-4,C=C(C)Cn1c(CCCNC(=O)CC)nc2ccccc21
8,-9,0,1,6,0,1,3,1,1,C=CCN1C(=O)C(C(C)CC)NC1=S (stereo not drawn)
-6,-5,0,3,-1,4,-2,-5,4,0,CCOC(=O)c1ccccc1NC(=O)CSc1nc2ccccc2c(=O)[nH]1
-9,4,-365,1,11,3,-1,i,i,-466,COCC(C)OC(=O)c1c(N)n(CCCN2CCOCC2)c2nc3ccccc3nc12 (stereo not drawn)
-4,9,1,5,·,·,2,2,10,5,COC(=O)[C@H]1C[C@@]2(n3ccc4ccccc43)c3ccccc3N(S(=O)(=O)c3ccccc3)[C@H]2N1
4,12,-1,-1,9,-6,-1,-3,6,-1,CC(=O)Nc1ccc(OCC(O)Cn2cccn2)cc1 (stereo not drawn)
1,-2,3,-2,7,-8,-5,5,5,0,O=C(c1ccco1)N1CCN(C(=O)C2CCN(S(=O)(=O)c3cnc[nH]3)CC2)CC1
-4,-20,1,-2,-4,21,-2,0,6,-2,CCC1Sc2ccccc2N(CC(=O)NC2CC2)C1=O (stereo not drawn)
7,-1,1,-11,3,-8,1,-3,10,2,COc1ccc(-c2noc(CSc3nnc(CCc4ccccc4)n3-c3ccccc3)n2)cc1OC
5,-12,2,-12,-1,-5,-3,-2,5,2,CCOC(=O)C(=N/O)/C(C)=N/NC(=O)C(=O)Nc1cc(Cl)ccc1Cl
-5,14,0,-3,-1,-6,-5,-1,-4,-3,C=CCSc1nnc(-c2ccccc2NC(=O)CC)c(=O)[nH]1
-4,9,1,1,1,1,1,-4,-2,-3,O=CNC(n1cnc2c(N3CCOCC3)ncnc21)C(Cl)(Cl)Cl (stereo not drawn)
2,5,-8,-2,-2,-9,1,-20,-16,-10,CSCCC(NS(=O)(=O)c1ccccc1F)C(=O)NNC(=O)c1csc(N2CCOCC2)n1 (stereo not drawn)
9,0,2,-3,-7,-7,3,-6,-3,0,CCCCN(C(=O)C1=COCCO1)c1c(N)n(CCCC)c(=O)[nH]c1=O
-4,11,2,-7,2,13,-9,-2,11,-1,O=[N+]([O-])c1cccc(CSC2=NCCN2S(=O)(=O)c2ccccc2)c1
5,-5,-3,5,8,-1,-6,-16,-33,-7,COc1ccc2c(C)cc(N3CCN(Cc4ccccc4)CC3)nc2c1
-9,-12,-26,-6,-2,-1,0,-37,-97,-31,COc1ccc(-c2ccc(C(=O)NCC(C)C)c3occc23)c(C)c1
0,-2,-1,-3,1,1,6,-5,-1,-6,Cc1ccc(N(CC(=O)Nc2c(C)cccc2C)S(C)(=O)=O)cc1
4,16,-186,-4,13,6,6,-246,-315,-123,Cc1cc(-c2ccc(Cl)cc2)n2nc(N)nc2n1
3,3,4,1,9,1,-1,2,-10,-4,CCC12CN3CC(CC)(CN(C1)C3c1ccccc1Cl)C2O (stereo not drawn)
0,3,0,-4,3,4,-4,3,-2,-3,Cc1ccc(/C(N)=N/OC(=O)N2CCOCC2)cc1
-8,-4,-1,3,·,·,-4,4,2,0,Nc1cccc2c1CN(C1CCC(=O)NC1=O)C2=O (stereo not drawn)
-2,5,-8,10,-4,-5,-2,-17,0,-3,CCOc1cccc(C2C(C(=O)c3ccc(C)o3)=C(O)C(=O)N2Cc2ccccc2)c1 (stereo not drawn)
0,4,-1,-2,·,·,-4,6,1,0,N#CCC[C@@H]1CC[C@]2(CCCN(S(=O)(=O)C3CCCCC3)C2)O1
-2,7,1,5,3,17,-4,-6,-3,-2,Cc1cc(C)cc(OCC(O)CN2CC(C)OC(C)C2)c1 (stereo not drawn)
-2,-3,-1,-9,-4,15,-11,-3,-2,-5,O=C(CSc1nc(=O)n(CCCN2CCOCC2)c2c1CCCC2)Nc1ccc(Cl)cc1
5,-2,0,-1,3,2,7,-2,-2,-4,COc1ccccc1NC(CC(=O)c1ccccc1)C(=O)OCC(=O)c1ccc(C)cc1 (stereo not drawn)
5,-5,2,2,-8,0,4,-1,-1,-5,CCC1CCC2(CC1)NC(=O)N(CC(=O)N1CCc3ccccc31)C2=O (stereo not drawn)
-1,-5,-4,3,-9,20,0,-5,-8,-4,Cn1c(CO)cnc1SCC(=O)c1ccc(Cl)cc1
-1,3,3,-2,-1,3,0,0,2,3,COc1ccc(CCNC(=O)C(=O)c2c[nH]c3ccccc23)cc1OC
-8,13,-3,2,-10,0,-3,-5,-1,-5,O=C(NC1CC1)C1CCN(C2CCN(C(=O)/C=C/c3cccs3)CC2)CC1
6,12,3,2,11,3,4,-7,-21,-2,Clc1nssc1=Nc1nncs1
-5,4,2,3,13,7,-1,-3,2,-3,CCCNC(=O)c1ccc(S(=O)(=O)c2ccc(OC)cc2)c([N+](=O)[O-])c1
7,-11,3,-2,-1,-8,-5,6,9,4,O=C(COc1ccccc1)N1CCc2ccccc21
14,-4,0,5,-5,-7,6,5,8,-1,COCCn1nnnc1C(CC(C)C)N1CCN(C(=O)c2ccco2)CC1 (stereo not drawn)
-1,-10,5,-6,6,-7,-7,0,-18,-2,O=C(COc1cc2oc(=O)c3c(c2cc1Cl)CCC3)NCCCN1CCOCC1
-3,5,-72,-12,-3,-2,-2,-90,-11,-2,CCOC(=O)c1nc(Nc2ccc(C(C)=O)cc2)c2ccccc2n1
0,4,0,-3,22,9,8,-4,8,-2,COc1ccc(NC(=O)CN(C)C(=O)CCC2CCCC2)cc1
-4,1,-9,1,1,7,2,-16,-82,-19,CCOc1ccc(C(NC(=O)CC)c2c(O)ccc3ccccc23)cc1 (stereo not drawn)
4,5,3,0,10,14,2,6,7,-2,COC(=O)C(C)N(C#N)c1nc(C)nc(C)n1 (stereo not drawn)
2,1,i,-3,11,19,1,i,i,-311,Cn1c(-c2ccc(C#N)cc2)c(C#Cc2ccccc2)c2ccccc21

# The closing two records of the part before lead into the next.
DDE Tn6 FP inh,TDP2 inh,PLCg1 inh,SIAE primary,ARFGAP1 inh,ASAP1 GAP inh,DDE Tn7 FP inh,PLC-beta3 inh,ADAM10 inh,ADAM17 inh,canonical_smiles
4,5,3,0,10,14,2,6,7,-2,COC(=O)C(C)N(C#N)c1nc(C)nc(C)n1 (stereo not drawn)
2,1,i,-3,11,19,1,i,i,-311,Cn1c(-c2ccc(C#N)cc2)c(C#Cc2ccccc2)c2ccccc21
9,-7,4,-4,·,·,4,-4,13,8,Cn1c(NC(=O)c2ccccc2)nc(Cc2ccccc2)c1Cc1ccccc1
3,-3,-7,0,2,-27,5,-10,-7,-5,CCOC(=O)Cc1cc(=O)n2[nH]c(C)cc2n1
4,-3,-1,1,9,-1,-4,0,-2,0,COc1ccc(/C(N)=N/O)cc1O
1,-18,-100,-10,11,1,0,-106,-86,-17,CCOC(=O)c1sc(NC(=O)c2ccc(Br)o2)cc1C
7,5,4,-2,9,4,-4,-2,-2,1,Cc1cccc(COCC(Cc2ccccc2)N2CCN(C(=O)c3cccc(C)c3)CCC2=O)c1 (stereo not drawn)
-6,-2,4,-11,2,3,0,-10,0,-8,O=C(CSc1nnc(SCc2ccc(Cl)cc2)s1)N/N=C/c1ccc(C(=O)O)cc1
6,-6,7,3,-18,-11,-2,2,17,2,Nc1ncnc2c1nc(N1CCCCC1)n2[C@@H]1O[C@H](CO)[C@@H](O)[C@H]1O
-8,4,-21,7,13,2,3,-39,-30,-11,c1csc(-c2ccc(N3CCOCC3)nn2)c1
2,-13,4,-5,-7,17,1,10,6,2,COCCN1C(=O)C(CC(=O)Nc2ccccc2)SC1=Nc1ccc(OC)cc1 (stereo not drawn)
1,6,1,1,·,·,4,0,-5,-3,NC(=NCCc1c[nH]c2ccccc12)NC(=O)OCc1ccccc1
3,-6,-3,2,13,3,4,-9,-28,-5,CCOc1ccc(/C=N/Nc2cc(=O)n(C)c(=O)n2C)cc1
7,-16,0,1,-2,3,-5,-7,81*,-1,CSc1nc(O)c(C(c2cccc([N+](=O)[O-])c2)c2c(O)nc(SC)[nH]c2=O)c(=O)[nH]1
5,1,-1,0,-11,3,6,-3,-67,-19,O=C(O)C(=Cc1ccnc2ccccc12)C(=O)O
-1,-2,2,1,-3,17,0,5,1,1,Cc1cc(C)nc(N2CCCC(C(=O)Nc3ccc4c(c3)OCCO4)C2)n1 (stereo not drawn)
0,-1,3,-2,1,-8,5,-1,0,0,O=C(CNC(=O)c1cncc(Br)c1)Nc1ccc(F)c(F)c1F
